MBNL1-CUG inh: qHTS Assay for Inhibitors of MBNL1-poly(CUG) RNA binding; TR-FRET MBNL1-His/biotin-(CUG)12 binding, 665/545 ratio; Potency, µM (titrated, usually from 57.5 µM), without a hit: at the top dose activity change, negative = inhibition, most hits filed as inhibitors; 280,000 tested, 0.036% active; AID 2675, 2010; active means well fitted inhibition curve with a large enough effect in the signal ratio, with a control signal flat, not every such curve was filed as active; inconclusive means small, poorly fitted or top-dose-only effect, or effect the other way, or a change in a side signal; inactive means no such curve, though single readings can be large or run the other way; the % refers to the signal ratio; further: potency means the concentration at half of the fitted maximal effect; on the % scale 0 is the no-effect control and ±100 the full control effect
Target sequence (Q9NR56 whole entry, looked up): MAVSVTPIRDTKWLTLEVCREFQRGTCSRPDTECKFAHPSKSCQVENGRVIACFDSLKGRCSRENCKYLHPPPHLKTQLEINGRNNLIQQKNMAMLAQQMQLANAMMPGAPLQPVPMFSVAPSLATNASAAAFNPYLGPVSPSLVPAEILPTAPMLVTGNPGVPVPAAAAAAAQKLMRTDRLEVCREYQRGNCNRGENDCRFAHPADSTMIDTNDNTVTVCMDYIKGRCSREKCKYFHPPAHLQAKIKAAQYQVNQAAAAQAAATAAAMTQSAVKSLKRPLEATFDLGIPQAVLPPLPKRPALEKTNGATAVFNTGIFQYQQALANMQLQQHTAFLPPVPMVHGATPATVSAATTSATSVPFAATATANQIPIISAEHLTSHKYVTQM
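His-tagged MBNL1 binding to biotinylated (CUG)12 RNA was measured by TR-FRET using terbium anti-His antibody (0.055 ng/ul final) and streptavidin-XL665 (5 nM final). Compounds were titrated 92 nM to 58 uM; 60 min at room temperature.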
GALK inhibitor: qHTS Assay for Inhibitors of Human Galactokinase (GALK). Purified GALK, Kinase-Glo residual ATP luminescence. 270,000 tested, 0.007% active. AID 1868, 2009. P51570. Potency, µM (highest dose often 57.5 µM), for inactives: top-dose activity change, negative = inhibition, most hits filed as inhibitors; further: potency means the concentration at half of the fitted maximal effect; on the % scale 0 is the no-effect control and ±100 the full control effect
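ATP-depletion format; final 35 uM ATP, 100 uM D-galactose, 5 nM enzyme; pH 8.0 HEPES/Mg2+ buffer; 60 min RT; luminescence read 10 min after detection reagent.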
KCNH2 WT inh: qHTS for Inhibitors of KCHN2 3.1: Wildtype qHTS; Voltage-gated inwardly rectifying potassium channel KCNH2 (Homo sapiens), Q12809; U2OS, BacMam KCNH2, thallium flux FluxOr; hits give low values; activity change, % at 1.84 µM; 340,000 tested, 0.37% active; AID 720551, 2013;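 active means maximum activity change below -70%; inconclusive means maximum activity change between -70% and -50%; inactive means maximum activity change above -50%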; further: on the % scale 0 is the no-effect control and ±100 the full control effect
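U2OS cells transduced with wild-type KCNH2 virus are loaded with FluxOr dye for 45 min, and thallium flux is measured in kinetic reads before and after stimulation buffer. Rate constants are normalized to DMSO controls.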
Menin MLL FP TR: qHTS Assay for Inhibitors Targeting the Menin-MLL Interaction in MLL Related Leukemias: Competition With Texas Red Labeled MLL-derived Mutant Peptide; 270,000 tested, 0.23% active; Menin + Texas Red MLL mutant peptide, fluorescence polarization; Potency, µM (series often up to 61.6 µM), inactives show at the highest dose FP activity change, negative = inhibition, actives largely listed as inhibitors; O00255; AID 1768, 2009; active means well fitted inhibition curve with a large enough effect in the polarisation, with a control signal flat, not every such curve was filed as active; inconclusive means small, poorly fitted or top-dose-only effect, or effect the other way, or a change in a side signal; inactive means no such curve, though single readings can be large or run the other way; the % refers to the polarisation; further: potency means the concentration at half of the fitted maximal effect; % of control where 0% means no effect; many of its hits are not listed in these tables
BCR signal inh: qHTS Assay to Find Inhibitors of Chronic Active B-Cell Receptor Signaling; ABC-DLBCL IkBa-CBG/CBR reporter, luminescence ratio, 4 h; Potency, µM (highest dose often 46.1 µM), for inactives: at the top dose ratio change, negative = lower green/red ratio, hits mostly inhibitors; 340,000 tested, 0.05% active; active means well fitted inhibition curve with a large enough effect in the signal ratio, with a control signal flat, not every such curve was filed as active; inconclusive means small, poorly fitted or top-dose-only effect, or effect the other way, or a change in a side signal; the % refers to the signal ratio;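 further: potency means the concentration at half of the fitted maximal effect; plate controls were basal doxycycline-induced cells for no effect and cells given 10 µM MG132 for full effect; MG132 reads +100%, hits lower the ratio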
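TMD8 human ABC-DLBCL cells with doxycycline-inducible IκBα–green luciferase fusion and unfused red luciferase, in 0.5% FBS medium; compounds up to 46 uM, 4 h at 37C. Green/red luminescence ratio, filter-overlap corrected, fitted to concentration-response curves.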
ASM inhibitor: Inhibitors of Secretory Acid Sphingomyelinase (S-ASM): qHTS | placental ASM, HMU-PC fluorogenic substrate, 60 min | 340,000 tested, 0.006% active | Potency, µM (titrated, usually from 57.5 µM), for the others: at the highest dose activity change, negative = inhibition, most hits filed as inhibitors | AID 504937, 2011 | Sphingomyelin phosphodiesterase (Homo sapiens), P17405; further: potency means the concentration at half of the fitted maximal effect
Target sequence (P17405 47-631 limits assumed): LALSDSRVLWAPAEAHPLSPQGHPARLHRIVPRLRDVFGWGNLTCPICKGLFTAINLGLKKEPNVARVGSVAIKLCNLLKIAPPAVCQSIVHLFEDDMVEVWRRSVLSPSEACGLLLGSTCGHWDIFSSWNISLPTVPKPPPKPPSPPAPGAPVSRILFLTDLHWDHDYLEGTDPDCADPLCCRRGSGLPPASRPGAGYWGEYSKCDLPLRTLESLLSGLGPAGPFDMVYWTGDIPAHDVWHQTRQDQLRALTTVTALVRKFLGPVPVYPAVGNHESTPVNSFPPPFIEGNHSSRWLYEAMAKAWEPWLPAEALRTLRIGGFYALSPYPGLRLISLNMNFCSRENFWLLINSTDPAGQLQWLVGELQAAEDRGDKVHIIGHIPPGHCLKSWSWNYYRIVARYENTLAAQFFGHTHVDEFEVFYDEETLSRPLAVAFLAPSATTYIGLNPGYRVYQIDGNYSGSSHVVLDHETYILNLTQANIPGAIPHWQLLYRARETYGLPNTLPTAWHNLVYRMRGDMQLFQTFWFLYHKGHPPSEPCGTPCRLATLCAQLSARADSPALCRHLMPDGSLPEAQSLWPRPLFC
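Fluorogenic HMU-PC substrate (9 uM final) is turned over by placental ASM in 60 min at 37 C after a 10 min compound preincubation. Reaction ended by alkaline stop (pH 10), with fluorescence read at 386/447 nm.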
Eya2 phos inh: qHTS Assay for Inhibitors of the Phosphatase Activity of Eya2. 330,000 tested, 0.006% active. Protein phosphatase EYA2 (Homo sapiens), O00167. Potency, µM (doses to about 76.9 µM), inactives show at the highest dose activity, negative = inhibition, hits mostly inhibitors. recombinant Eya2, OMFP fluorescence dephosphorylation (OMFP is methylfluorescein phosphate); further: potency means the concentration at half of the fitted maximal effect; on the % scale 0 is the no-effect control and ±100 the full control effect
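Eya2 (0.2 uM) preincubated 10 min at ambient with compound, then OMFP substrate added at 50 uM; 10 min reaction in 50 mM HEPES pH 7.5, 50 mM NaCl, 5 uM MgCl2, 0.05% BSA, 1 mM DTT. Fluorescence read at Ex 485/Em 525 nm.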
PKM2 act: qHTS Assay for Activators of Human Muscle isoform 2 Pyruvate Kinase; purified PKM2, Kinase-Glo ATP luminescence, activation; response scale: 0% is enzyme alone, no compound; Potency, µM (top dose mostly 57.5 µM), for the others: at the top dose activation, usual class: activators; AID 1631, 2009; 260,000 tested, 0.34% active; further: potency means the concentration at half of the fitted maximal effect; on the % scale 0 is the no-effect control and ±100 the full control effect; nearly all actives have a fitted effect of over 55% in size
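Purified hPK-M2 (>95% pure) converted ADP (0.1 mM final) to ATP with 0.5 mM PEP in 50 mM imidazole pH7.2, KCl, MgCl2, Tween 20, BSA; 1 h at room temperature. ATP detected by Kinase-Glo luminescence.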
Mito fusion yeast: qHTS Assay for Small Molecule Inhibitors of Mitochondrial Division or Activators of Mitochondrial Fusion; S. cerevisiae fusion-defective mutant growth rescue, CellTiterGlo 48 h; Potency, µM (top dose mostly 46.1 µM), for the others: at the highest dose growth rescue (activation), actives largely listed as activators; 320,000 tested, 0.23% active; AID 485298, 2010;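 further: potency means the concentration at half of the fitted maximal effect; % of control where 0% means no effect; nearly all actives have a fitted effect of over 45% in size; temperature-sensitive fusion mutants such as fzo1-1 at 37 °C on non-fermentable ethanol glycerol medium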
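Compounds are tested for their ability to restore growth of mitochondrial fusion-defective yeast strains at non-permissive 37C in YPEG medium over 48 hours. Viability is quantified by luciferase luminescence.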
USP2a inh: qHTS Assay for Inhibitors of Ubiquitin-specific Protease USP2a Using CHOP2 as the Reporter. USP2 core, Ub-CHOP2 coupled fluorogenic reporter, 485/531. 330,000 tested, 0.01% active. Ubiquitin carboxyl-terminal hydrolase 2 (Homo sapiens), O75604. Potency, µM (titrated, usually from 38.3 µM), inactives show at the top dose activity change, negative = inhibition, hits mostly inhibitors. AID 463254, 2010;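 further: potency means the concentration at half of the fitted maximal effect; plate controls were DMSO wells for no effect and full inhibition by NEM control for full effect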
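USP2 core (10nM final) preincubated 30min RT with compound in 20mM Tris-HCl pH 8.0, 2mM CaCl2, 2mM beta-mercaptoethanol, 0.05% CHAPS; 25nM Ub-CHOP2 plus 25nM reporter substrate added, fluorescence (Ex485/Em531) read after 60min.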
TSHR antagonist: Antagonists of the Thyroid Stimulating Hormone Receptor: HTS campaign; Thyrotropin receptor (Homo sapiens), P16473; TSHR-expressing cells, TSH-stimulated cAMP HTRF, 2 h; hits give low values; AID 504810, 2011; 330,000 tested, 0.2% active; activity change, negative = inhibition, % at 11.5 µM;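 active means activity change below a set negative limit, meaning inhibition stronger than a set level, cut at about -70% in these data; inconclusive means activity change between two set negative limits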; further: on the % scale 0 is the no-effect control and ±100 the full control effect
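TSHR-expressing cells were treated with compounds, then stimulated with TSH at EC80 (4nM final) for 2 hours at 37 deg C. Cellular cAMP was measured by HTRF competition between lysate cAMP and cAMP-d2 for a cryptate-labelled anti-cAMP antibody.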
The depositor's hits bear a star; ? = inconclusive; / = not tested or not shown; & = joins results of further samples; [ ] = another dose, or the depositor's remark. Unless noted, the call rests on the fitted dose curve; in most records, active means well fitted curve in the direction sought with a large enough effect; inconclusive means small, poorly fitted or top-dose-only effect, or another doubt; inactive means no such curve, though single readings can be large; an effect the other way counts as inactive or inconclusive. Only part of the results is shown; count on the stated rates, not on these rows.

SMILES	MBNL1-CUG inh	GALK inhibitor	KCNH2 WT inh	Menin MLL FP TR	BCR signal inh	ASM inhibitor	Eya2 phos inh	PKM2 act	Mito fusion yeast	USP2a inh	TSHR antagonist
COc1cccc(/C=C/C(=O)OCC(=O)NCC2CCCCC2)c1OC	/	/	-0.6	/	1.1%	4.0%	-14.0%	/	-10.5%	3.9%	-1.4
Cn1c(-c2ccccc2)c(CCO)c2ccccc21	?	-1.9%	-5.2	1.2%	2.2%	5.3%	2.3%	-12.4%	23.0%	1.4%	22.5
C/C=C/c1ccccc1OCc1ccc(C(=O)OC)o1	3.0%	-0.4%	12.7	2.4%	-3.0%	3.4%	-9.1%	-1.4%	-0.4%	-2.4%	-7.5
O=C(Nc1ccccc1)OCCOc1ccccc1	7.6%	1.4%	-7.2	12.3%	-8.0%	1.0%	-5.3%[15.4 µM]	0.8%	1.3%	2.8%	-11.6
CCCCCn1c(=N)n(CC(O)COc2ccccc2OC)c2ccccc21 (stereo not drawn)	-7.4%&2.1%	0.1%&-1.0%	-84.5*	-24.2%	?	1.2%&-1.7%	3.9%&-13.1%	-1.4%&6.1%	6.9%&1.0%	-0.8%&-11.7%	6.7&-1.4
COc1cc(C=O)ccc1OCc1ccc(Cl)nc1	7.2%	0.9%	4.8	38.1%[activator]	?	0.9%	7.6%	1.2%	3.9%	12.8%	1.0
O=C(NC1CCCCCC1)C1CCC(CNS(=O)(=O)c2ccc(Br)s2)CC1 (stereo not drawn)	-8.0%	/	-8.4	5.7%	-0.3%	0.0%	8.7%	1.1%	-2.8%	-1.3%	3.1
O=C(N/N=C/C=C\c1ccccc1)c1cnccn1	16.8%	2.8%	-9.5	1.0%	?	-1.2%	5.7%	8.1%	3.4%	1.6%	-4.9
C=C1C(=O)O[C@H]2C[C@]3(C)C([C@@H](OC(=O)/C(C)=C/C)[C@H]12)[C@](C)(O)CC[C@H]3O (stereo partly drawn)	1.7%	/	-18.4	-5.1%	?	7.9%	-3.5%	/	-0.3%	-2.4%	2.1
CC1CCCN(C(C(=O)Nc2ccc3c(c2)OCO3)c2ccccc2)C1 (stereo not drawn)	10.7%	2.1%	-4.5	-1.8%[11.7 µM]	13.2%	1.4%	-6.2%	16.9%	2.6%	1.3%	-0.7
CSCCC1NC(=O)N(CC(=O)Nc2ccc3c(c2)OCCO3)C1=O (stereo not drawn)	/	/	2.5	/	-5.3%	-1.6%	-4.4%	/	/	4.4%	/
O=C(CN(CC1CCCO1)C(=O)CCC(=O)Nc1ccccn1)NCC1CCCO1 (stereo not drawn)	-2.1%	4.2%	2.2	-17.4%	?	1.0%	5.4%	-8.9%	-0.8%	-0.9%	0.1
O=C(C1CCN(S(=O)(=O)c2ccccc2)CC1)N1CCc2ccccc21	?	7.5%	15.7	/	-0.9%	-1.7%	?	10.5%	-1.7%	?	2.3
CN1CCN(NC(=O)Nc2cccc(Cl)c2Cl)CC1	-5.3%	4.8%	-6.2	-15.7%	-14.5%	-2.3%	1.4%	2.2%	-3.5%	4.4%	-0.7
Cc1nnc(SCC2=C(C(=O)O)N3C(=O)C(NC(=O)c4cccc(F)c4F)C3SC2)s1 (stereo not drawn)	3.0%	3.9%	3.6	-11.9%	-27.5%	-1.2%	2.7%	-1.5%	-3.0%	1.4%	9.1
O=C(NC(CO)Cc1ccc([N+](=O)[O-])cc1)C(Cl)Cl (stereo not drawn)	11.8%	-2.3%	15.8	0.1%	5.0%	8.0%	-15.0%	3.0%	6.5%	7.3%	14.1
COc1cccc(NC(=O)CN(C)C(=O)c2cccc(S(=O)(=O)Nc3ccc(C)cc3)c2)c1	/	/	-4.4	/	-21.5%	-2.6%	-9.0%	/	-2.9%	0.1%	-2.6
COc1ccc(N2CC(C(=O)N[C@@H](C)C(=O)NCc3ccccc3OC)CC2=O)cc1 (stereo partly drawn)	-5.1%	2.4%	-15.1	/	0.2%	-2.9%	12.2%	/	-3.1%	0.5%	2.6
O=C(COc1cccc(NC(=O)c2cccc([N+](=O)[O-])c2)c1)c1ccc(F)cc1	?	-1.8%	12.1	?	-16.1%	-10.6%	1.6%	-2.6%	?	5.0%	-37.8
CC(NC(=O)c1ccc(NC2=NC3CS(=O)(=O)CC3S2)cc1)c1ccccc1 (stereo not drawn)	-2.1%	/	-3.5	-0.6%	-0.5%	7.1%	-4.3%	-3.2%	-2.8%	1.6%	8.2
O=c1oc(-c2ccco2)nc2sc3c(c12)CCCCC3	7.9%	-2.5%	-6.0	15.6%	?	12.3%	-7.1%	-8.5%	2.4%	0.1%	-12.4
O=C(NNC(=O)C1CCCO1)c1ccc(F)cc1 (stereo not drawn)	/	0.9%	-0.4	3.3%	-1.7%	1.6%	5.9%	0.6%	-1.3%	2.3%	24.1
COc1cc2ccccc2cc1C(=O)Nc1ccccc1N1CCN(S(C)(=O)=O)CC1	47.9%[activator]	1.8%	11.7	22.4%	/	-5.5%	/	0.0%	14.7%	/	/
COC(=O)[C@H](CC(C)C)NC(=O)NCCCc1ccccc1	4.9%[11.5 µM]	/	4.3	1.8%	?	2.3%	2.2%	6.8%	-21.8%	2.5%	4.4
COCCCn1c(=O)c2sccc2n(Cc2ccc(C)cc2)c1=O	2.4%	1.2%	2.5	-1.7%	-4.4%	-1.0%	18.7%	3.7%	3.0%	-1.2%	108.6
(more compounds)
SMILES	MBNL1-CUG inh	GALK inhibitor	KCNH2 WT inh	Menin MLL FP TR	BCR signal inh	ASM inhibitor	Eya2 phos inh	PKM2 act	Mito fusion yeast	USP2a inh	TSHR antagonist
Cc1cc(OCC(=O)NC2CCN(Cc3ccccc3)CC2)c2c(C)c(C)c(=O)oc2c1	-1.8%	-3.8%	-3.2	/	0.3%	-0.7%	5.8%	/	-1.9%	2.7%	7.7
CCCCCN(C(=O)NC(=O)Nc1ccc(C)cc1)S(=O)(=O)c1ccccc1	/	0.6%	3.2	-0.8%	-5.0%	-1.4%	1.5%	2.8%	-1.2%	0.2%	-4.6
COC(=O)C1=C(C)NC(=O)/C1=C\c1cc(C)n(-c2c(C)cccc2C)c1C	12.5%	1.8%	-33.1	-1.7%	?	?	-2.3%	5.6%	18.7%	1.2%	-0.9
O=C(/C=C/c1cccs1)N1CCN(c2ccccc2F)CC1	?	0.4%	-14.2	1.8%	-2.0%	-2.3%	3.2%	9.1%	15.3%	2.7%	-5.4
CCC1CCCCN1CCCNC(=O)C1CCCN(c2ncnc3c2nc2n3CCCCC2)C1 (stereo not drawn)	-9.9%	0.7%	-21.3	-4.9%	-4.2%	-0.4%	3.5%	/	3.5%	0.0%	9.2
COC(=O)c1c(-c2ccccc2)csc1N1C(=O)Nc2ccccc2N1O	-0.4%	2.3%	1.2	0.5%	7.7%	6.1%	-3.4%	-16.5%	2.1%	1.8%	-15.0
COc1cc(OC)cc(C(=O)NC(=S)N2CCCCCC2)c1	0.4%	0.1%	-21.0	-7.5%	5.2%	6.1%	8.8%	0.0%	-7.7%	4.1%	-4.4
CCc1ccc[n+](-c2[nH]c(=O)sc2/C=N/N=C(\[O-])CCn2c3ccccc3c3ccccc32)c1	19.9%	-1.8%	-0.5	/	4.4%	-3.0%	6.7%	6.8%	3.7%	1.7%	2.3
